Screening data as filed in PubChem.
USP10 inh: human USP10 deubiquitinase inhibition; Q14694; 47,000 compounds, 1.1% hits; purified USP10, Ub-rhodamine fluorescence, 60 min; inhibition, % at 20 µM
UCHL1 block: inhibitors of human UCHL1 deubiquitinase. P09936. AID 1645859. 47,000 compounds, 0.2% hits. purified UCHL1, Ub-rhodamine cleavage fluorescence. inhibition, % at 20 µM
USP30 block: human USP30 deubiquitinase inhibition | Q70CQ3 | purified USP30, Ub-rhodamine cleavage fluorescence | inhibition, % at 25 µM | 47,000 compounds, 5.3% hits | AID 1645860
USP17 block: blocks human USP17 ubiquitin-rhodamine cleavage; A8MUK1; purified USP17, Ub-rhodamine cleavage fluorescence, 3 h; inhibition, % at 50 µM; 47,000 compounds, 6.5% hits; AID 1645855
Target sequence (A8MUK1 whole entry, looked up): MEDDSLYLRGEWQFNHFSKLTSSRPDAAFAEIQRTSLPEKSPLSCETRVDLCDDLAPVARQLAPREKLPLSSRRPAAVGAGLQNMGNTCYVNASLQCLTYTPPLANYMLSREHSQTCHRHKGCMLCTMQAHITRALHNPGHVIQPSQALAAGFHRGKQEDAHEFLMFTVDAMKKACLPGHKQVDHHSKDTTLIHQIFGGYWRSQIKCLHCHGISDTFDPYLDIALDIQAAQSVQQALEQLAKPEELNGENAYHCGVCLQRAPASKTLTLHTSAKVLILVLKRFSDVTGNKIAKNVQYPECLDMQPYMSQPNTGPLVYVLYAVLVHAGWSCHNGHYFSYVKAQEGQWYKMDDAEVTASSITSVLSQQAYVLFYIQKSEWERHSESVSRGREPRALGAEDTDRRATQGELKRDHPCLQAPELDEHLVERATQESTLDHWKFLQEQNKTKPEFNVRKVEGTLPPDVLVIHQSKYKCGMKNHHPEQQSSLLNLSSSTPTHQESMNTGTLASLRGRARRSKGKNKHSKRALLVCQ
USP8 block: blocks human USP8 ubiquitin-rhodamine cleavage. P40818. 47,000 compounds, 4.2% hits. inhibition, % at 20 µM. purified USP8, Ub-rhodamine cleavage fluorescence, 30 min
OTUD3 inh: blocks human OTUD3 ubiquitin-rhodamine cleavage; inhibition, % at 25 µM; Q5T2D3; 47,000 compounds, 0.7% hits; purified OTUD3, Ub-rhodamine fluorescence, 2 h
Target sequence (Q5T2D3 whole entry, looked up): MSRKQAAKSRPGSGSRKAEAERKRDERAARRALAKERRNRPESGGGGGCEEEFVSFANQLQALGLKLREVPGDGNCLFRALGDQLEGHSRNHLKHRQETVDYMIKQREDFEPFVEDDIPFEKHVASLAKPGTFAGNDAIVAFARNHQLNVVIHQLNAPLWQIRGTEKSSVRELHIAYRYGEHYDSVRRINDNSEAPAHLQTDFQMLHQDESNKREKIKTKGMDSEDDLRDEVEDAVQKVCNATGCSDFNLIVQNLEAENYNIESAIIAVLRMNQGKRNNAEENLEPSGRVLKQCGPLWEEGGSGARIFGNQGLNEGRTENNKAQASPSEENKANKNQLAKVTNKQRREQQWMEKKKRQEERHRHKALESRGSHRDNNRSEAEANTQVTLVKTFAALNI
USP28 inh: inhibitors of human USP28 deubiquitinase; AID 1645857; purified USP28, Ub-rhodamine cleavage fluorescence, 30 min; 47,000 compounds, 3% hits; inhibition, % at 25 µM
USP7 inh: human USP7 deubiquitinase inhibition; 47,000 compounds, 0.3% hits; purified USP7, Ub-rhodamine cleavage fluorescence; inhibition, % at 20 µM; AID 1645854; Q93009
Numbers without * were called inactive; i = inactive; . = not tested or not shown. Rule as the data show it: active = inhibition above about 30%; inactive = the rest.

SMILES	USP10 inh	UCHL1 block	USP30 block	USP17 block	USP8 block	OTUD3 inh	USP28 inh	USP7 inh
CCCCCCN1C(=O)[C@@H]2Cc3ccccc3CN2C1=O	3	3	11	18	0	8	8	-2
Nc1cnc(CC2CCCN(C(=O)CCc3ccc(F)cc3)CC2)cn1 (stereo not drawn)	-2	-1	-6	-10	0	0	-3	-1
COc1cc(C)cc2oc(=O)c(CC(=O)N[C@@H](Cc3c[nH]c4ccccc34)C(=O)O)c(C)c12	2	-3	-4	6	0	-3	3	5
CNC(=O)[C@@H]1C[C@@H]2CN(S(=O)(=O)c3ccccc3)CCN2[C@@]12C(=O)Nc1ccccc12	0	-1	14	1	16	6	4	2
Cc1ccc(-n2c(=O)n(CC(=O)N3CCN(C4CCN(C)CC4)CC3)c3cccnc32)cc1	-8	-9	-96	-37	-19	-20	-26	-16
CC(=O)N1CCC(n2c(C)nc(C(=O)NCc3cccc(Cl)c3)c2C)CC1	-2	-9	-125	-18	-28	-20	-18	-15
CCn1ncc(C(=O)N2CCc3nc4ccccc4c(=O)n3CC2)c1C	4	2	13	12	21	17	8	0
CC1CCCCN1c1nc(-c2ccccc2)nc2sc(-c3ccccc3)cc12 (stereo not drawn)	2	-1	-18	-11	-5	-19	-11	-1
Cc1nc(-c2cccc(NC(=O)C3CC(=O)N(c4ccc(C)c(C)c4)C3)c2)no1 (stereo not drawn)	-5	-24	-388	-30	-6	-90	-82	-17
Cc1cn(C)c(C2CN(Cc3[nH]c4ccc(F)cc4c3C)CCO2)n1 (stereo not drawn)	-4	-5	-63	-53	-107	-9	-15	-5
N#Cc1cn(CC(=O)NC2CCCCCC2)c2ccccc12	0	-1	8	30	4	-1	7	-1
C=C1CCC[C@]2(C)C[C@H]3OC(=O)C(CN4CCN(C(c5ccccc5)c5ccccc5)CC4)[C@H]3CC12 (stereo partly drawn)	-2	-1	-2	0	4	-5	-3	2
CCCCC/C=C(/C(=O)O)C(C)C(=O)O (stereo not drawn)	4	1	23	7	7	6	5	3
CNC(=O)C1Cn2ccnc2C2(CCN(C(=O)NC3CCCC3)CC2)O1 (stereo not drawn)	0	-1	6	0	-43	2	1	0
Cc1ccc2nc(C(=O)N3CCCC3c3cc(N)nc(C)n3)cn2c1 (stereo not drawn)	2	0	4	5	4	4	1	2
O=C1O[C@@H]2C[C@H]3C[C@@H]2[C@@H]1[C@H]3C(=O)N1CCN(c2ccc(Cl)cc2)CC1	0	1	17	2	3	13	8	-3
O=C(COc1ccccc1-c1noc(-c2ccc([N+](=O)[O-])cc2)n1)Nc1ccccc1	0	-1	-5	-1	5	4	-2	4
CCN(c1ccccc1)S(=O)(=O)c1nnc(NC(=O)COc2ccc(Cl)cc2)s1	0	-4	-336	-19	39*	-46	-75	7
Cc1ccccc1C(=O)N1CCCC(c2nnc(C(F)(F)F)o2)C1 (stereo not drawn)	0	-3	-4	-8	1	-2	-12	-2
O=C(NCc1ccc2c(c1)OCO2)c1cn2cc(Cl)ccc2n1	1	0	29	47*	7	-4	-18	-1
O=c1c2cc3c(=O)n(-c4ccccn4)ccc3nc2ccn1Cc1ccccc1	-1	1	-6	0	8	-1	1	8
Cc1ccccc1Oc1cncc(C2CCCN(C(=O)c3cnccn3)C2)n1 (stereo not drawn)	0	-1	10	1	7	7	0	1
CC(Oc1ccccc1)c1nc2ccccc2n1CC(=O)N1CCc2ccccc21 (stereo not drawn)	2	2	12	9	10	6	1	-1
Cc1ccc(N2CC(c3nc4ccccc4n3CCOc3cccc(C)c3)CC2=O)cc1 (stereo not drawn)	69*	5	47*	48*	95*	12	16	32*
COc1ccc(C)cc1NC(=O)COC(=O)C1(c2ccccc2F)CCCC1	9	8	22	22	20	22	20	15
CN1C[C@@H](NC(=O)c2ccc(C#N)cc2)C[C@H]1c1nc(-c2ccc(F)cc2)no1	-1	-4	-22	-24	-1	-3	-8	-15
O=C(Cn1nnc(-c2cccs2)n1)NNC(=O)c1ccccc1Cl	0	-1	1	5	0	4	2	1
COc1ccc(-c2cc(C(=O)N3CCn4nc(C)nc4C3)[nH]n2)cc1	-5	-4	-26	-12	-4	-11	-8	0
Cc1nn(C)cc1C(C(=O)NC1CCCCC1)N(C(=O)CN1C(=O)c2ccccc2S1(=O)=O)c1ccc2c(c1)OCO2 (stereo not drawn)	40*	12	.	56*	16	4	.	19
CCOC(=O)CC(NC(=O)c1cc2cc(OC)ccc2oc1=O)c1ccc(C)cc1 (stereo not drawn)	5	2	17	13	-17	5	0	1
CCOC(=O)c1oc2nc(-c3ccccc3)cc(-c3cccs3)c2c1N	-3	-28	i	-42	19	-147	-222	-30
COc1cc2[nH]c(=O)n(CCC(=O)N3CCN(c4ccccc4OC)CC3)c(=O)c2cc1OC	-1	-1	9	9	10	10	2	0
COc1ccc(OC)c(CNc2nc(N3CCCC3)nc3c2cnn3C)c1	0	3	-25	8	16	0	-7	0
O=C(Nc1ccccc1F)C1CCCN(S(=O)(=O)N2CCOCC2)C1 (stereo not drawn)	-1	-2	-33	-2	12	-9	-5	0
CN(C)c1cnc(-n2cc(NC(=O)c3ccc(C#N)cc3)cn2)nc1	-4	-4	-18	30	-35	-6	1	0
CCOc1cc(=O)n2c(c1C(=O)NCc1ccccc1F)CCCC2	-1	-2	7	-12	-1	-4	-7	-7
COc1ccccc1NC(=O)C1CC(=O)Nc2nc(SCc3ccccc3)nn21 (stereo not drawn)	8	2	20	16	5	9	4	1
CCn1ncc(C)c1C(=O)N1CCC(c2nc(NC3CC3)ncc2-c2cc(C)no2)CC1	-2	1	1	7	13	12	-1	3
Cc1ccc(C)c(Cn2nnc3c(=O)[nH]c(C4CCN(S(=O)(=O)c5cccc6ccccc56)CC4)nc32)c1	4	2	-8	27	-6	-1	14	9
O=C(Nc1nnc(C2CC(=O)N(c3ccc(OC(F)(F)F)cc3)C2)o1)C1CCCCC1 (stereo not drawn)	0	0	0	-3	-2	-1	-12	1
c1nc2c(c(N3CCC(N4CCCCC4)CC3)n1)CCC2	-2	-4	-12	-9	-15	-6	-18	2
COc1ccc(-c2nnn(CC(=O)N(c3ccc(C4CCCCC4)cc3)C(C(=O)NCC3CCCO3)c3ccc(F)cc3)n2)cc1 (stereo not drawn)	2	1	18	-10	4	3	-6	2
Cc1cc(C)n2ncc(C(=O)NCCCN3CCCC3=O)c2n1	-1	-5	7	0	2	0	-8	0
O=C(CN1CCN(c2ccccc2F)CC1)c1ccc2c(c1)OCCO2	-5	0	-27	-7	-15	-6	9	-3
Cc1nc(C2CCN(Cc3ncc[nH]3)CC2)nc2c1CCC(=O)N2Cc1ccc(F)cc1	-4	-2	-27	-18	-16	-12	-4	-1
CN(CC(=O)NCCC1=CCCCC1)c1nnc(N2CCCCC2=O)s1	-5	-1	-9	-21	-10	-8	-11	-7
CC(C)c1ccc(NC(=O)COC(=O)c2ccc3[nH]c4c(c3c2)CCCC4)cc1	4	1	-20	58*	17	3	0	7
COc1ccc(S(=O)(=O)N2CCCC(C(=O)N3CCOCC3)C2)cc1OC (stereo not drawn)	0	0	18	14	10	8	8	3
O=C(Cn1c(=O)n(-c2ccc(CC(=O)NC3CCCC3)cc2)c(=O)c2ccccc21)Nc1ccccc1[N+](=O)[O-]	44*	2	16	21	80*	29	14	0
COc1ccc(S(=O)(=O)N2CCc3nc4ccccc4n3CC2)cc1	2	-1	54*	57*	-97	0	-11	1
COc1ccc(CNC2C3=C(CCCC3)C(=O)N2CCc2ccc(Cl)cc2)cc1 (stereo not drawn)	0	2	.	2	-1	-7	.	-4
Cn1nc(C(=O)N2CCOCC2)c2c1CN(Cc1cccnc1)CC2	0	-5	-6	-3	2	-4	0	-1
COc1cc(OC)c(OC)cc1CN1CCC(N2CCc3ccccc3C2)CC1	-1	-1	14	14	21	14	10	2
CN1CC[C@@H]2[C@H](C1)CN2S(=O)(=O)c1cccc(C#N)c1	1	2	2	5	7	9	3	4
CCc1nc2ccc(C(=O)Nc3nc(-c4ccc5c(c4)CCN5C(=O)C4CCCCC4)c(C)s3)cc2nc1CC	1	4	-15	8	26	-4	3	-16
Cc1ccc(-c2n[nH]c3c2CN(S(=O)(=O)c2cnc[nH]2)CC3)cc1	6	4	27	10	6	8	13	3
COc1ccccc1N/C=C/c1onc(-c2c(F)cccc2Cl)c1C#N	-6	-44	i	.	-64	-107	-192	-174
O=C(COC(=O)c1ccc(Cl)s1)c1ccc2[nH]c(=O)[nH]c2c1	11	4	-26	42*	32*	-10	6	8
O=C(Nc1nc2c(ccc3ccccc32)s1)c1cccc(Br)c1	-2	0	65*	47*	36*	3	13	9
Cc1cc(-c2nccnc2CC2CCN(S(=O)(=O)N(C)C)CC2)n[nH]1	-1	0	15	0	-31	11	4	1

Record cards (already shown):
COc1ccc(CNC2C3=C(CCCC3)C(=O)N2CCc2ccc(Cl)cc2)cc1 (stereo not drawn) is entered as USP10 inh: 0; UCHL1 block: 2; USP30 block: .; USP17 block: 2; USP8 block: -1; OTUD3 inh: -7; USP28 inh: .; USP7 inh: -4
Cc1cc(-c2nccnc2CC2CCN(S(=O)(=O)N(C)C)CC2)n[nH]1 is entered as USP10 inh: -1; UCHL1 block: 0; USP30 block: 15; USP17 block: 0; USP8 block: -31; OTUD3 inh: 11; USP28 inh: 4; USP7 inh: 1

Additional entries follow:
SMILES	USP10 inh	UCHL1 block	USP30 block	USP17 block	USP8 block	OTUD3 inh	USP28 inh	USP7 inh
COc1ccc(CNC(=O)CCc2c(C)nn(-c3cc(N(C)C)ncn3)c2C)cc1	0	-3	-9	0	-7	0	-1	0
CC(C)NC(=O)CN1C(=O)CC(C)Sc2ccc(S(=O)(=O)N3CCCCC3)cc21 (stereo not drawn)	1	-1	86*	44*	-5	15	14	0
O=C1NCCCC12CCN(Cc1ccc(-c3ccccc3)cc1)CC2	0	1	23	15	-4	15	14	2
NCCC[C@H](N)CC(=O)NC1CNC(=O)[C@H]([C@@H]2C[C@H](O)N=C(N)N2)NC(=O)/C(=C/NC(N)=O)NC(=O)C(CO)NC(=O)C(CO)NC1=O (stereo partly drawn)	2	1	21	11	-1	1	3	5
COc1ccc(-c2cc(N3CCN(C(=O)c4ccc(C)nc4)CC3)n[nH]2)cc1	2	-6	-13	-17	-16	-8	-18	-3
Cc1cc(CC2CCN(C(=O)C3CCCCC3)CC2)ccn1	1	3	20	0	-1	6	5	2
CCCCCC(=O)NCc1c(C(F)(F)F)nn(C)c1N1CCOCC1	0	-1	7	5	15	11	0	1
COc1ccc(N2CCN(C(=O)c3ccc(-c4nc(-c5ccccc5)no4)cc3)CC2)cc1	1	0	-8	-4	-103	-4	-4	-4
O=C1N(Cc2ccc(F)cc2)CCN1c1ccc2c(c1)OCO2	4	0	20	11	12	12	48*	-9
COc1cccc(CN2CCC([C@@H]3C[C@H](C(F)(F)F)n4ncnc4N3)CC2)c1OC	-1	-3	0	0	2	-4	-12	1
Cc1ccc(S(=O)(=O)NC2CC(=O)N(c3cccc(F)c3)C2)cc1 (stereo not drawn)	5	4	19	9	8	12	14	0
CC(=O)Nc1ccc(NC(=O)CCc2ccc(-c3ccccc3)o2)cc1	1	6	23	6	8	7	6	4
Cc1cccc(NC(=O)C(=O)c2cn(CC(=O)N3CCOCC3)c3ccccc23)c1C	-4	-2	-45	-8	-10	-9	-35	-2
Cc1nc(Nc2ncccc2C)cc(C2CCCN2Cc2cnc[nH]2)n1 (stereo not drawn)	-7	-3	-32	.	-72	-7	-25	-2
Cn1c(=O)n(C2CCN(Cc3ccc(C#N)cc3)CC2)c2ncncc21	-3	1	-5	0	5	1	2	1
Cc1c(C)c2ccc(OCC(=O)NCc3ccccn3)cc2oc1=O	5	1	9	25	5	0	-6	2
COc1ccccc1CNc1c(-c2ccc(F)cc2)nc2ncccn12	-10	-2	-58	-1	5	-2	9	-6
CC(=O)N1CCC(Cc2ccnc(Nc3cccc(C)n3)c2)CC1	2	0	21	21	23	19	15	3
CCn1cc2c3c(cccc31)CN(C(=O)c1ccccc1F)CC2	-12	-3	-51	-5	4	-6	-7	-4
CCOc1ccc(NC(=O)c2cccc(-n3cnnc3)n2)cc1	2	3	20	17	17	16	25	5

Molecules listed so far that have a cyano group:
SMILES	USP10 inh	UCHL1 block	USP30 block	USP17 block	USP8 block	OTUD3 inh	USP28 inh	USP7 inh
N#Cc1cn(CC(=O)NC2CCCCCC2)c2ccccc12	0	-1	8	30	4	-1	7	-1
CN1C[C@@H](NC(=O)c2ccc(C#N)cc2)C[C@H]1c1nc(-c2ccc(F)cc2)no1	-1	-4	-22	-24	-1	-3	-8	-15
CN(C)c1cnc(-n2cc(NC(=O)c3ccc(C#N)cc3)cn2)nc1	-4	-4	-18	30	-35	-6	1	0
CN1CC[C@@H]2[C@H](C1)CN2S(=O)(=O)c1cccc(C#N)c1	1	2	2	5	7	9	3	4
COc1ccccc1N/C=C/c1onc(-c2c(F)cccc2Cl)c1C#N	-6	-44	i	.	-64	-107	-192	-174
Cn1c(=O)n(C2CCN(Cc3ccc(C#N)cc3)CC2)c2ncncc21	-3	1	-5	0	5	1	2	1

Not a hit list. Share with any hit: about 14%.
